Assay outcomes deposited in PubChem by National Center for Advancing Translational Sciences (NCATS).
Coupling enz – coupling enzyme interference in Giardia aldolase counter-screen. 290,000 compounds, 0.67% hits. activity change, negative = inhibition, % at 58.2 µM, hits read low. coupling enzyme system counterscreen, AmpLite Red fluorescence; in the data active means activity change below about -30%
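Coupling enzymes only (glyceraldehyde-3-phosphate) + compound, at 57.5 uM final, 10 min RT; add substrate/coupling/AmpLite Red mix, 20 min RT; fluorescence ex 525/em 598 nm. Actives flag coupling-system interference.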
KCNH2 WT inh – blocks the wildtype human KCNH2 potassium channel; Q12809; U2OS, BacMam KCNH2, thallium flux FluxOr; active compounds read low; 340,000 compounds, 0.37% hits; activity change, % at 1.84 µM; AID 720551;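 active means maximum activity change below -70%; inconclusive means maximum activity change between -70% and -50%; inactive means maximum activity change above -50%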
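U2OS cells were transduced with wild-type KCNH2 virus (2.03 x 10^8 / mL) for 4 h at room temperature, then cultured overnight at 37 C. Thallium flux was read with FluxOr dye. Rate constants were normalized to DMSO controls.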
Giardia kill – kills Giardia lamblia. Giardia lamblia trophozoite viability. activity change, % at 7.66 µM, hits read low. 340,000 compounds, 0.15% hits; in the data active means activity change below about -80%; inconclusive means between about -30% and that limit;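 further: parasites exposed to compound for two days anaerobically before the ATP read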
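Each well holds 100 Giardia trophozoites and compound. After two days (48 hrs) at 37 deg C in anaerobic conditions, ATP is quantified by luminescence.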
Chronic BCR inh – inhibitors of chronic active B-cell receptor signaling. 340,000 compounds, 0.05% hits. ABC-DLBCL IkBa-CBG/CBR reporter, luminescence ratio, 4 h. Potency, µM (doses to about 46.1 µM), without a hit: at the top dose ratio change, negative = lower green/red ratio, actives largely listed as inhibitors; active means well fitted inhibition curve with a large enough effect in the signal ratio, with a control signal flat, not every such curve was filed as active; inconclusive means small, poorly fitted or top-dose-only effect, or effect the other way, or a change in a side signal; the % refers to the signal ratio;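 further: potency means the concentration at half of the fitted maximal effect; plate controls were basal doxycycline-induced cells for no effect and cells given 10 µM MG132 for full effect; MG132 reads +100%, hits lower the ratio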
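TMD8 ABC-DLBCL cells carrying doxycycline-inducible green luciferase fused to IkappaBalpha plus unfused red luciferase were exposed to compounds (up to 46 uM) for 4 hrs at 37C. Activity came from the overlap-corrected green/red luminescence ratio.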
USP2a inh – blocks human ubiquitin-specific protease USP2a | O75604 | USP2 core, Ub-CHOP2 coupled fluorogenic reporter, 485/531 | Potency, µM (series often up to 38.3 µM), without a hit: at the top dose activity change, negative = inhibition, most hits filed as inhibitors | 330,000 compounds, 0.01% hits | AID 463254;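 further: potency means the concentration at half of the fitted maximal effect; plate controls were DMSO wells for no effect and full inhibition by NEM control for full effect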
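Cell-free coupled assay: 10nM USP2 core preincubated 30min RT with compound in Tris-HCl pH 8.0/CaCl2/CHAPS buffer, then 25nM Ub-CHOP2 and 25nM reporter substrate; fluorescence (Ex 485/Em 531) read after 60min RT, normalized to NEM inhibition, concentration-response curves fitted.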
KCNH2 3.1 block – blocks the human KCNH2 3.1 channel isoform; U2OS KCNH2 3.1, thallium flux FluxOr; active compounds read low; activity change, % (tested at about 1.8 µM); 340,000 compounds, 0.95% hits; AID 720553;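 active means maximum activity change below -70%; inconclusive means maximum activity change from -70% to -50%; inactive means maximum activity change above -50%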;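 further: thallium influx rate constant from kinetic fluorescence after stimulation buffer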
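Steps: virus added to U2OS suspension (4 h, RT, dark); medium with 10% FBS added, cells plated, 37 C overnight; FluxOr/Red40 loading buffer 45 min RT; stimulation buffer, 2 min kinetic read; rate constant normalized.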
GALK inhibitor – galactokinase (human) inhibition; Purified GALK, Kinase-Glo residual ATP luminescence; Potency, µM (series often up to 57.5 µM), without a hit: top-dose activity change, negative = inhibition, hits mostly inhibitors; 270,000 compounds, 0.007% hits; P51570; further: potency means the concentration at half of the fitted maximal effect
Target sequence (P51570 whole entry, looked up): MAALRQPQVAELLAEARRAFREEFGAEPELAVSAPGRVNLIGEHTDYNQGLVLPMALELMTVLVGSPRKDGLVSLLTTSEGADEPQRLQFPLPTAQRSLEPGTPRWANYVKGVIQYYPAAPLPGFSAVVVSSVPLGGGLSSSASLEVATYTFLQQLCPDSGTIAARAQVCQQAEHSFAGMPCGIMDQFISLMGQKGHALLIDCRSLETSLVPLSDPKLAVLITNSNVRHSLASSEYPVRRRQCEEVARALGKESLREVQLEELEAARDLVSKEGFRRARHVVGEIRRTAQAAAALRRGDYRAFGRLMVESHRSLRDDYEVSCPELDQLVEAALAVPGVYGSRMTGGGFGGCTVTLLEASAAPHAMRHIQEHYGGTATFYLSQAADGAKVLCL
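ATP-depletion format; final 35 uM ATP, 100 uM D-galactose, 5 nM enzyme; pH 8.0 HEPES/Mg2+ buffer; 60 min RT; luminescence read 10 min after detection reagent.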
uPA generation – blocks generation of uPA at the cell surface | cell surface uPA generation assay, qHTS | Potency, µM (highest dose often 38.3 µM), without a hit: top-dose activity change, negative = inhibition, usual class: inhibitors | 330,000 compounds, 0.31% hits | AID 540303; active means well fitted inhibition curve with a large enough effect; inconclusive means small, poorly fitted or top-dose-only effect; inactive means no such curve, though single readings can be large or run the other way; tested in mouse RAW 264.7 cells; further: potency means the concentration at half of the fitted maximal effect; nearly all actives have a fitted effect of over 55% in size
B2AR arrestin – agonists driving beta-arrestin recruitment to human beta2-adrenergic receptor; P07550; beta-arrestin recruitment to beta2AR, cell-based reporter; Potency, µM (series often up to 46.1 µM), for the others: at the highest dose activation, hits mostly activators; 330,000 compounds, 0.02% hits;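 further: potency means the concentration at half of the fitted maximal effect; 0% = DMSO controls and full agonism = EC100 isoproterenol or metaproterenol; nearly all actives have a fitted effect of over 65% in size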
Eya2 inh – inhibitors of human Eya2 phosphatase activity; recombinant Eya2, OMFP fluorescence dephosphorylation (OMFP is methylfluorescein phosphate); Potency, µM (titrated, usually from 76.9 µM), inactives show at the top dose activity, negative = inhibition, most hits filed as inhibitors; 330,000 compounds, 0.006% hits; further: potency means the concentration at half of the fitted maximal effect
Target sequence (O00167 whole entry, looked up): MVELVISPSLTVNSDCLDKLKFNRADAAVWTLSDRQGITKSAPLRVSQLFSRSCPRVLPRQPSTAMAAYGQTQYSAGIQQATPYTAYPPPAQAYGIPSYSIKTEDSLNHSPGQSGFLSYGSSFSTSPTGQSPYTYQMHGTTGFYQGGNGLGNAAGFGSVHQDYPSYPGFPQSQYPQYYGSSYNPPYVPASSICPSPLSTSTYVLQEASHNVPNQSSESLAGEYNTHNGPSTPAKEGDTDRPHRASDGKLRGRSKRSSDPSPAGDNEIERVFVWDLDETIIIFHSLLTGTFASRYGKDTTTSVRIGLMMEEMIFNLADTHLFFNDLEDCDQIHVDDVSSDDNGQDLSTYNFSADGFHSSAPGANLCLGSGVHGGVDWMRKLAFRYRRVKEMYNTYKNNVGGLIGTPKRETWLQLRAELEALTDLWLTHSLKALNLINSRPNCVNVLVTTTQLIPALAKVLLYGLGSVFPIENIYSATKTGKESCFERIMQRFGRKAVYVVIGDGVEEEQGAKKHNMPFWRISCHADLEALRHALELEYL
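Eya2 protein (added as 0.2 uM solution) was preincubated with compound for 10 min at ambient temperature in 50 mM HEPES pH 7.5, 50 mM NaCl, 5 uM MgCl2, 0.05% BSA, 1 mM DTT. OMFP (added at 50 uM) then reacted 10 min; fluorescence read at 485/525 nm.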
PKM2 act – PKM2 (human) enzyme activation | P14618 | purified PKM2, Kinase-Glo ATP luminescence, activation; response scale: 0% is enzyme alone, no compound | Potency, µM (series often up to 57.5 µM), inactives show at the top dose activation, most hits filed as activators | 260,000 compounds, 0.34% hits; further: potency means the concentration at half of the fitted maximal effect; nearly all actives have a fitted effect of over 55% in size
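ATP formation by purified human PK-M2, quantified via coupled luciferase luminescence after 1 h at room temperature with 0.1 mM ADP and 0.5 mM PEP final.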
The depositor's hits bear a star; i = inactive; ? = inconclusive; / = no result given. Unless noted, the call rests on the fitted dose curve; in most records, active means well fitted curve in the direction sought with a large enough effect; inconclusive means small, poorly fitted or top-dose-only effect, or another doubt; inactive means no such curve, though single readings can be large; an effect the other way counts as inactive or inconclusive. Unless noted, on the % scale 0 is the no-effect control and ±100 the full control effect.

SMILES | Coupling enz | KCNH2 WT inh | Giardia kill | Chronic BCR inh | USP2a inh | KCNH2 3.1 block | GALK inhibitor | uPA generation | B2AR arrestin | Eya2 inh | PKM2 act
CC(C)CCNC(=O)C1(O)c2ccccc2NC(=O)N1c1ccc(Cl)cc1 (configuration not stated) | 0 | -4 | -21 | ? | -3% | -10 | 3% | 10% | 0.1% | -8% | /
COc1cccc2cc(-c3ccccc3)c(=O)oc12 | 0 | i | ? | ? | 4% | 1 | 7% | -8% | -0.4% | 4% | -36%
O=c1cc(C(F)(F)F)nc(-c2cccnc2)[nH]1 | 1 | -12 | -6 | 2% | 2% | 2 | -1% | 0% | -0.3% | -19% | 7%
COc1cccc2cc(S(=O)(=O)c3ccccc3)c(=Nc3ccc4c(c3)OCCO4)oc12 | -7 | -2 | 6 | -1% | 2% | 0 | 1% | 5% | -0.8% | -6% | -1%
O=C(Nc1ccc2c(c1)OCCO2)C1CCCN1S(=O)(=O)c1ccc(Cl)cc1 (configuration not stated) | -1 | 6 | -10 | ? | 0% | -4 | -6% | 3% | -0.8% | 5% | -3%
COc1ccc(OC)c(S(=O)(=O)Nc2ccc(Oc3ccccc3)cc2)c1 | -5 | 9 | 9 | 2% | -7% | -16 | -1% | / | -1.1% | -12% | 6%
NS(=O)(=O)c1ccc(NC(=O)C(=O)NCCC(=O)O)cc1 | 3 | -7 | 2 | 11% | 0% | 0 | 1% | 0% | 0.9% | 9% | -2%
Cc1cc(C(=O)NC2CCCc3c2cnn3-c2ccc(C)c(C)c2)nc(C)n1 (configuration not stated) | / | -10 | -12 | ? | -1% | 9 | -11% | 6% | 0.1% | -7% | 0%
Cc1ccc(C(=O)O/N=C2/CC3CCC2(C)[C@@]3(C)CBr)cc1 (some centres not stated) | 2 | -1 | -6 | 23% | -6% | -17 | 10% | 0% | -0.4% | -2% | 0%
COc1cc(N=C(N)N=C(N)N)cc(OC)c1 | -9 | -4 | -27 | -1% | 1% | -2 | 9% | 2% | 0.2% | -26% | 9%
NC(=O)CSc1nnc(-c2ccncc2)n1CCc1ccccc1 | 0 | -2 | -6 | 1% | -2% | 7 | 12% | 2% | -0.1% | 3% | 10%
Cc1ccc(CSCC(=O)NCc2cccnc2)cc1 | 1 | 15 | 5 | -2% | 2% | 18 | 0% | 4% | -0.3% | -4% | -4%
CC(=O)c1c(C)[nH]c(C(=O)OCC(=O)Nc2ncc(Cl)c(C)c2Cl)c1C | 0 | -7 | -9 | 0% | -2% | -10 | 7% | -1% | 0.1% | 6% | -1%
CCOC(=O)c1c(C)[nH]c(C(=O)COC(=O)CNS(=O)(=O)c2ccc(C)cc2)c1C | / | -6 | 2 | -6% | 3% | -19 | / | -2% | -0.2% | 18% | /
Oc1ccc(-c2onc3ccc(Cl)cc23)cc1 | -7 | -6 | -2 | ? | 3% | 6 | 0% | 2% | 0.0% | -12% | 27%
COc1cc(OC)cc(C(=O)NCCSc2c[nH]c3ccccc23)c1 | -4 | 10 | -16 | ? | -2% | 11 | -4% | -1% | 0.5% | -8% | 2%

Among those listed so far, these have an aryl thioether with sulfur outside any ring.
SMILES | Coupling enz | KCNH2 WT inh | Giardia kill | Chronic BCR inh | USP2a inh | KCNH2 3.1 block | GALK inhibitor | uPA generation | B2AR arrestin | Eya2 inh | PKM2 act
NC(=O)CSc1nnc(-c2ccncc2)n1CCc1ccccc1 | 0 | -2 | -6 | 1% | -2% | 7 | 12% | 2% | -0.1% | 3% | 10%
COc1cc(OC)cc(C(=O)NCCSc2c[nH]c3ccccc23)c1 | -4 | 10 | -16 | ? | -2% | 11 | -4% | -1% | 0.5% | -8% | 2%

Additional records:
SMILES | Coupling enz | KCNH2 WT inh | Giardia kill | Chronic BCR inh | USP2a inh | KCNH2 3.1 block | GALK inhibitor | uPA generation | B2AR arrestin | Eya2 inh | PKM2 act
COc1cc2cc(CN(CCN3CCCC3)C(=O)Nc3ccc(F)cc3)c(=O)[nH]c2cc1OC | 1 | 24 | 8 | 2% | ? | -9 | 4% | 2% | -0.6% | 0% | 0%
CSCC[C@H](NC(=O)[C@@H]1Cc2ccccc2CN1)C(=O)Nc1cccc(C)c1 | / | -20 | 5 | ? | -3% | -1 | 5% | -10% | 0.3% | 10% | /
Cc1ccc(Cn2nnc3c(=O)n(CC(=O)N4CCN(c5ccccc5)CC4)cnc32)cc1 | 4 | -2 | 1 | 4% | 1% | -12 | -4% | 6% | 0.1% | -19% | 3%
Cc1cc(C)n(CCCO)c(=O)c1C#N | 1 | -16 | -6 | -8% | 0% | 4 | 8% | -5% | -0.3% | -5% | -7%
COc1ccc(O)c(/C=C(\C#N)C(=O)Nc2ccccn2)c1 | -2 | 2 | 2 | 6% | 4% | -1 | 0% | -3% | -0.8% | 23% | /
CCN(CC)S(=O)(=O)c1ccc(N2CCOCC2)c(NC(=O)CCC2CCCCC2)c1 | -9 | 2 | -12 | 2% | -7% | 1 | -3% | -7% | -1.7% | -12% | -14%
CSc1ncc(C(=O)NCCCc2ccccc2)c(C)n1 | -1 | 11 | -4 | 4% | -6% | 18 | 0% | -1% | 0.0% | -10% | /
CO/N=C/c1ccc(OC)c(Oc2nc(OC)cc(OC)n2)c1 | 1 | i | -6 | -27% | -2% | 16 | -2% | -14% | 0.0% | 9% | -2%
COc1cc(C2C(C#N)=C(N)OC3=C2C(=O)CCC3)cc(OC)c1OC(=O)N1CCOCC1 (configuration not stated) | -1 | -3 | -11 | -1% | 5% | 5 | -2% | 3% | 0.2% | 20% | 2%
Cc1ccc(NC(=O)Cn2cnc3c(NCc4ccccc4)ncnc32)cc1C | / | -8 | 16 | ? | 1% | 0 | / | -3% | -0.4% | -13% | /
CN(C)CCNc1cnn(-c2ccccc2)c(=O)c1Cl | 2 | -6 | 27 | 19% | 1% | -2 | 0% | 14% | -1.0% | 7% | 2%
Cc1ccc(N(CC(=O)NC(C)(C)C)C(=O)CNC(=O)c2cccs2)c(C)c1 | 3 | -4 | -24 | -1% | 11% | -17 | -3% | 8% | -0.2% | -5% | 4%
CCCC(=O)Nc1ccc(C(=O)NCC2CCCO2)cc1 (configuration not stated) | 2 | 0 | 3 | -6% | 3% | 21 | 0% | 2% | 0.2% | -5% | -4%
Cc1cccc(NC(=O)c2ccoc2C)n1 | 3 | -2 | -12 | ? | -1% | 1 | -2% | -1% | -0.1% | 11% | -18%
COc1ccc(-n2c(SCC(=O)Nc3cc(C)on3)nc3c([nH]c4ccccc43)c2=O)cc1OC | 0 | 5 | 1 | -12% | -3% | -8 | 3% | 15% | 0.1% | 2% | -1%
Cc1ccc2nc(SCc3nc4c(cnn4-c4ccccc4)c(=O)[nH]3)[nH]c2c1 | 2 | 40 | -5 | 2% | 3% | 1 | -1% | 1% | -0.5% | 11% | 0%

Rewritten field by field: part of the list above.
molecule: COc1cc(C2C(C#N)=C(N)OC3=C2C(=O)CCC3)cc(OC)c1OC(=O)N1CCOCC1 (configuration not stated)
  Coupling enz: -1 | KCNH2 WT inh: -3 | Giardia kill: -11 | Chronic BCR inh: -1% | USP2a inh: 5% | KCNH2 3.1 block: 5 | GALK inhibitor: -2% | uPA generation: 3% | B2AR arrestin: 0.2% | Eya2 inh: 20% | PKM2 act: 2%
molecule: CN(C)CCNc1cnn(-c2ccccc2)c(=O)c1Cl
  Coupling enz: 2 | KCNH2 WT inh: -6 | Giardia kill: 27 | Chronic BCR inh: 19% | USP2a inh: 1% | KCNH2 3.1 block: -2 | GALK inhibitor: 0% | uPA generation: 14% | B2AR arrestin: -1.0% | Eya2 inh: 7% | PKM2 act: 2%

Remaining list, next part:
SMILES | Coupling enz | KCNH2 WT inh | Giardia kill | Chronic BCR inh | USP2a inh | KCNH2 3.1 block | GALK inhibitor | uPA generation | B2AR arrestin | Eya2 inh | PKM2 act
CC(C)c1ccc(NC(=O)CSc2n[nH]c(=O)n2-c2ccc3c(c2)OCCO3)cc1 | -1 | -7 | 6 | -1% | -1% | -2 | / | -5% | -0.6% | 2% | -3%
O=C(c1ccco1)N1CCN(Cc2nnc(-c3cccc(Cl)c3)o2)CC1 | 8 | -4 | -13 | -2% | 0% | -3 | -1% | 0% | 0.1% | 7% | 0%
CN(C)c1ccc(C=Nc2ccccc2C(N)=O)cc1 | -1 | 8 | ? | 3% | 0% | 1 | 8% | -18% | -0.1% | 3% | -11%
COc1ccccc1CNC(=O)C1(NC(=O)Nc2ccc(C)cc2)CCCCC1 | -1 | 3 | -25 | ? | -5% | 2 | 0% | 6% | -0.2% | -4% | 2%
